IEC-6 tox: cytotoxicity in IEC-6 intestinal epithelial cells, primary screen, cytotoxicity control for KLF5 inhibitor project, cell-based, luminescence. IEC-6 cytotoxicity, luminescence viability. inhibition, % at 5 µM. 290,000 tested, 0.78% active; in the data active = inhibition above about 22%;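 note: 0% = plate median of test compound wells and 100% = cytotoxic reference compound wells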
HSF1 inhib: HSF1 inhibitors in luciferase reporter cells, primary screen, cell-based, NIH3T3, luminescence. NIH3T3-HGL HSE-luciferase, MG132-induced, luminescence 8 h; hits give low values. activity change, negative = inhibition, % at 7.5 µM (by protocol). 300,000 tested, 0.77% active;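 active = more than half of replicate wells show activity change below -50%, luminescence cut by over half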;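 note: luciferase reports HSF-1 transcriptional activity via heat shock element; 0% = median of DMSO wells and -100% = zero luminescence signal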
GSK3 alpha inh: blockers of GSK3A enzyme activity – biochemical, luminescence, cell-free homogeneous, HTS, primary screen | Glycogen synthase kinase-3 alpha (Homo sapiens), P49840 | GSK-3 alpha kinase, ADP-Glo luminescence, 60 min | inhibition, % at 10 µM | 320,000 tested, 0.1% active | AID 2650, 2010;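 in the data active = inhibition above about 50%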;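 note: GST-tagged GSK-3 alpha with peptide substrate and 25 µM ATP; 0% = DMSO neutral wells and 100% = GW8510 positive control wells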
Target sequence (P49840 whole entry, looked up): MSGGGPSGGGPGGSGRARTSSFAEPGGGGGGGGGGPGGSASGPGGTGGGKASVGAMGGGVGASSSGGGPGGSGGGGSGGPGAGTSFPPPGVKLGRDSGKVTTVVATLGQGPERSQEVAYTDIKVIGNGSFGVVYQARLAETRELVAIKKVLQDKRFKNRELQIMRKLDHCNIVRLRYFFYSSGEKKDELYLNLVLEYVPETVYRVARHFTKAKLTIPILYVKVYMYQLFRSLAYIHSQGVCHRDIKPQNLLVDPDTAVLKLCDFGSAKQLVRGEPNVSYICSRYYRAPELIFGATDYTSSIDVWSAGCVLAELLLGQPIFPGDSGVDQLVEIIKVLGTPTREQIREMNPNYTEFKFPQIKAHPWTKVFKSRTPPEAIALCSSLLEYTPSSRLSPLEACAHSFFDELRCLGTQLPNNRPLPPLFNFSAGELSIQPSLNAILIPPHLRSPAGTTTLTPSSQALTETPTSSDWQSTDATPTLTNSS
GSK3beta inhib: human GSK3beta kinase inhibitors, primary screen, biochemical, cell-free homogeneous, HTS. AID 2097, 2009. Glycogen synthase kinase-3 beta (Homo sapiens), P49841. GST-GSK3beta kinase, ADP-Glo luminescence, 60 min; hits give low values. 300,000 tested, 0.038% active. activity score (negative = inhibition), % at 10 µM;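 active = more than half of replicate wells score below -50%, meaning over 50% inhibition versus plate controls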;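 note: 0% = median DMSO wells and -100% = median GW8510 positive control wells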
Target sequence (P49841 whole entry, looked up): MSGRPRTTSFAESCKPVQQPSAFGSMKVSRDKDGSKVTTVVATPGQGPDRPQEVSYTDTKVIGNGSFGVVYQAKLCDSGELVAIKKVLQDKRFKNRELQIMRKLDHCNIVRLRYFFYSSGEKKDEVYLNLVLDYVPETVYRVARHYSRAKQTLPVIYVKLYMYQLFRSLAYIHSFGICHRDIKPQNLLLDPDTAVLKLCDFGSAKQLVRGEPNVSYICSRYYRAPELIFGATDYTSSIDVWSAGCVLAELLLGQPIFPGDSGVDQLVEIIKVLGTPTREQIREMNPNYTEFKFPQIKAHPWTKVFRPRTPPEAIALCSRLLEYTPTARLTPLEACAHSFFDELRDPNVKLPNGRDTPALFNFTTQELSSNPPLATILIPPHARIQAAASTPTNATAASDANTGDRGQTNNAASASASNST
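Assay system: GST-fused GSK3beta enzyme, cell-free / Medium: Tris pH 7.5 buffer with MgCl2, DTT, BSA, heparin / Also added: peptide substrate plus 25 µM ATP (final) / Compound: 10 µM single point / Timing: kinase reaction with compound 60 min at room temperature / Detection: ADP-Glo luminescence / Benchmarks: DMSO neutral wells and GW8510 at 20 µM as positive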
HSP90 inh: HSP90 inhibitors, primary screen, cell lysate, luminescence; 290,000 tested, 0.91% active; AID 1789, 2009; Rabbit reticulocyte lysate, luciferase refolding luminescence, 3 h; Heat shock protein HSP 90 (rabbit reticulocyte lysate; luciferase refolding); inhibition, % at 5.6 µM;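 active = inhibition above the screen-wide mean plus 3 SD, computed separately per campaign, cut at about 16% in these data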;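 note: 0% = DMSO wells and 100% = 60 µM geldanamycin wells; inhibitors lower the luminescence because luciferase stays unfolded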
PolyA inhibitor: polyadenylation inhibitors in yeast reporter cells, primary screen, luminescence, S. cerevisiae; S. cerevisiae SKY197-pL101 polyadenylation reporter, beta-gal luminescence; efflux-impaired pdr1/pdr3 knockout yeast; score 100 = 6 SD above DMSO; calls only at 12 µM; AID 1875, 2009; 300,000 tested, 0.02% active;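 active = lowest replicate activity score at least 50, where 100 means six control SD above control mean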;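 note: yeast exposed to compound for 9 h at 30 °C; higher score means more reporter readthrough which indicates perturbed polyadenylation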
KLF5 inh: KLF5 expression inhibitors, primary screen, DLD-1 cells, luminescence. DLD-1 KLF5 promoter-luciferase reporter. 290,000 tested, 0.23% active. AID 1700, 2009. inhibition, % at 5 µM;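 active = inhibition above a per-plate limit of that plate's mean compound inhibition plus 3 SD, cut at about 60% in these data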;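 note: 0% = DMSO wells and 100% = LY294002 at 200 µM; higher means less KLF5 promoter-driven luciferase light; inactives centre near -14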
AI-2 QS mod: Vibrio harveyi AI-2 quorum sensing modulators, primary screen, JMH597 strain, luminescence/OD600 ratio. Vibrio harveyi JMH597 AI-2 luminescence/OD600 ratio, 9 h; hits give low values; strain lacks LuxN and CqsS sensors; 0 = neutral-control median. 300,000 tested, 0.4% active. activity change, % at 7.5 µM. AID 2094, 2009; in the data active = activity change below about -75%, passing the limit was not always enough;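 note: luminescence divided by OD600 gain over 9 h not by final OD600 alone; inactives centre near 13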
aSyn 5UTR inh: MLPCN primary screen, SNCA 5' untranslated region; inhibition, % (tested at 7.5 µM); alpha-synuclein 5'UTR reporter, inhibitor activity; 300,000 tested, 0.82% active; AID 1813, 2009; in the data active = inhibition above about 60%;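 note: H4 neuroglioblastoma cells stably carrying SNCA 5'UTR luciferase fusion; 0% = DMSO wells and 100% = positive control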
HSF-1 act: HSF-1 activators, primary screen, NIH3T3-HGL cells, MG132 stress, luminescence, single point; activation, % at 9 µM; 300,000 tested, 1.7% active; NIH3T3-HGL HSF-1 luciferase reporter, 8 h; 100% = twice DMSO control signal;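 active = mean replicate activation of at least 50% with a set share of replicates each reaching 50%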;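 note: 0% = median of the neutral control wells and 100% = twice that signal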
The depositor's hits bear a star. This is a subset. The share of hits here may be higher or lower than overall.

What do the screens show for `O=C(CCN1C(=O)[C@H]2CC=CC[C@H]2C1=O)NCc1nc(-c2ccccc2)no1`?
IEC-6 tox: -1; HSF1 inhib: -1; GSK3 alpha inh: -1; GSK3beta inhib: 5; HSP90 inh: 0; PolyA inhibitor: inactive; KLF5 inh: -29; AI-2 QS mod: 19; aSyn 5UTR inh: -19; HSF-1 act: 15

What do the screens show for `CCOC(=O)/C=C(/C)N1N=C(c2ccc(OC)cc2)CC1c1cccc([N+](=O)[O-])c1` (stereo unspecified)?
IEC-6 tox: -17; HSF1 inhib: 26; GSK3 alpha inh: -2; GSK3beta inhib: -25; HSP90 inh: -6; PolyA inhibitor: inactive; KLF5 inh: -9; AI-2 QS mod: 23; aSyn 5UTR inh: -166; HSF-1 act: 59*

How did CCOCCCNC(=O)c1cn(CC)c2ccc(S(=O)(=O)N(C)C3CCCCC3)cc2c1=O do in these assays?
IEC-6 tox: 1; HSF1 inhib: -5; GSK3 alpha inh: 1; GSK3beta inhib: 2; HSP90 inh: 3; PolyA inhibitor: inactive; KLF5 inh: -18; AI-2 QS mod: 2; aSyn 5UTR inh: 18; HSF-1 act: 3

What do the screens show for `CC(C)(C)C1=CC(O)(c2ccccc2)C=C(C(C)(C)C)C1=O`?
IEC-6 tox: -4; HSF1 inhib: 1; GSK3 alpha inh: -1; GSK3beta inhib: 2; HSP90 inh: -5; PolyA inhibitor: inactive; KLF5 inh: -49; AI-2 QS mod: 25; aSyn 5UTR inh: 14; HSF-1 act: 3

Results for O=C(CCCc1cccs1)Nc1nc2c(s1)CCCC2 ?
IEC-6 tox: 4; HSF1 inhib: 11; GSK3 alpha inh: -3; GSK3beta inhib: 1; HSP90 inh: -3; PolyA inhibitor: inactive; KLF5 inh: -72; AI-2 QS mod: 7; aSyn 5UTR inh: -171; HSF-1 act: 30

What do the screens show for `CCOC(=O)c1ccccc1NC(=O)CC(C)CC(=O)O` (stereo unspecified)?
IEC-6 tox: 4; HSF1 inhib: -7; GSK3 alpha inh: -5; GSK3beta inhib: -8; HSP90 inh: -2; PolyA inhibitor: inactive; KLF5 inh: -39; AI-2 QS mod: -14; aSyn 5UTR inh: 10; HSF-1 act: 0

How did C/C(=N/NC(=O)CCC(=O)Nc1ccc(Br)cc1)c1ccc(Br)cc1 do in these assays?
IEC-6 tox: -2; HSF1 inhib: 6; GSK3 alpha inh: -1; GSK3beta inhib: -2; HSP90 inh: 4; PolyA inhibitor: inactive; KLF5 inh: -19; AI-2 QS mod: 9; aSyn 5UTR inh: 13; HSF-1 act: 32

Results for CC(C)CN(C)C(=O)CCc1nnc(Cc2ccc(-c3ccccc3)cc2)o1 ?
IEC-6 tox: 0; HSF1 inhib: 10; GSK3 alpha inh: -1; GSK3beta inhib: 0; HSP90 inh: 0; PolyA inhibitor: inactive; KLF5 inh: -46; AI-2 QS mod: 29; aSyn 5UTR inh: -4; HSF-1 act: 24

Results for c1coc(-c2cc(C3CCNCC3)[nH]n2)c1 ?
IEC-6 tox: -1; HSF1 inhib: -3; GSK3 alpha inh: 0; GSK3beta inhib: 2; HSP90 inh: -3; PolyA inhibitor: inactive; KLF5 inh: -31; AI-2 QS mod: 38; aSyn 5UTR inh: -1; HSF-1 act: -1

How did O=C(O)[C@@H]1CSC2c3ccccc3C(=O)N21 (stereo partly specified) do in these assays?
IEC-6 tox: 1; HSF1 inhib: -7; GSK3 alpha inh: -3; GSK3beta inhib: 4; HSP90 inh: -2; PolyA inhibitor: inactive; KLF5 inh: -25; AI-2 QS mod: 23; aSyn 5UTR inh: 3; HSF-1 act: -3

How did CCCn1c(NCc2ccco2)nc2c1c(=O)n(C)c(=O)n2C do in these assays?
IEC-6 tox: -5; HSF1 inhib: -13; GSK3 alpha inh: 0; GSK3beta inhib: -7; HSP90 inh: 0; PolyA inhibitor: inactive; KLF5 inh: -6; AI-2 QS mod: 23; aSyn 5UTR inh: -7; HSF-1 act: 4

What do the screens show for `COc1ccc(Cn2c(=O)[nH]c3cc(C(=O)NCc4ccc5c(c4)OCO5)ccc3c2=O)cc1`?
IEC-6 tox: -7; HSF1 inhib: 4; GSK3 alpha inh: -4; GSK3beta inhib: 0; HSP90 inh: 0; PolyA inhibitor: inactive; KLF5 inh: -4; AI-2 QS mod: 18; aSyn 5UTR inh: 45; HSF-1 act: 4

What do the screens show for `COc1ccc(NC(=O)Cn2nc(C(=O)O)c3ccccc3c2=O)cc1OC`?
IEC-6 tox: -5; HSF1 inhib: -1; GSK3 alpha inh: -2; GSK3beta inhib: 2; HSP90 inh: -1; PolyA inhibitor: inactive; KLF5 inh: -1; AI-2 QS mod: -1; aSyn 5UTR inh: 9; HSF-1 act: 12

Results for NNC(=O)c1nnn(-c2nonc2N)c1CN1CCCC1 ?
IEC-6 tox: -3; HSF1 inhib: -6; GSK3 alpha inh: 23; GSK3beta inhib: 2; HSP90 inh: 3; PolyA inhibitor: inactive; KLF5 inh: 0; AI-2 QS mod: -1; aSyn 5UTR inh: 13; HSF-1 act: 10

How did Cc1ccc(S(=O)(=O)N/N=C\c2ccc3c(c2)OCO3)c(C)c1 do in these assays?
IEC-6 tox: 5; HSF1 inhib: 2; GSK3 alpha inh: -5; GSK3beta inhib: 1; HSP90 inh: 1; PolyA inhibitor: inactive; KLF5 inh: 4; AI-2 QS mod: 10; aSyn 5UTR inh: 2; HSF-1 act: 16

How did CCN(CC)CCNC(=O)CCc1c(C)nc2c(c(C)nn2-c2ccc(C)c(C)c2)c1C do in these assays?
IEC-6 tox: 4; HSF1 inhib: -3; GSK3 alpha inh: 0; GSK3beta inhib: 1; HSP90 inh: -3; PolyA inhibitor: inactive; KLF5 inh: 2; AI-2 QS mod: 4; aSyn 5UTR inh: -22; HSF-1 act: -13

Results for C(=C\c1ccc2ccccc2n1)/c1ccccc1 ?
IEC-6 tox: 5; HSF1 inhib: -30; GSK3 alpha inh: 1; GSK3beta inhib: -4; HSP90 inh: 35*; PolyA inhibitor: inactive; KLF5 inh: -108; AI-2 QS mod: -1; aSyn 5UTR inh: 67*; HSF-1 act: -12

What do the screens show for `Cc1cc(=O)n(CC(C)C)c(O)c1C#N`?
IEC-6 tox: -6; GSK3 alpha inh: -3; HSP90 inh: -2; KLF5 inh: -9

How did CN(CC(=O)Nc1ccc(N2CCOCC2)cc1)C(=O)C12CC3CC(CC(C3)C1)C2 do in these assays?
HSF1 inhib: -1; GSK3 alpha inh: 3; GSK3beta inhib: 1; PolyA inhibitor: inactive; AI-2 QS mod: 23; aSyn 5UTR inh: -19; HSF-1 act: 13

How did COc1ccc(Cl)cc1S(=O)(=O)N1CCCC1 do in these assays?
IEC-6 tox: -2; HSF1 inhib: -5; GSK3 alpha inh: 0; GSK3beta inhib: 6; HSP90 inh: 1; PolyA inhibitor: inactive; KLF5 inh: 1; AI-2 QS mod: 18; aSyn 5UTR inh: 10; HSF-1 act: 7

How did CC(C)(C)N(NC(=O)c1ccccc1)C(=O)c1cccc(C(=O)N(NC(=O)c2ccccc2)C(C)(C)C)c1 do in these assays?
IEC-6 tox: 6; HSF1 inhib: -21; GSK3beta inhib: -3; HSP90 inh: 6; PolyA inhibitor: inactive; KLF5 inh: 13; AI-2 QS mod: 0; aSyn 5UTR inh: 9; HSF-1 act: -4

Results for O=c1c2ccccc2ncn1-c1ccc(Cl)c(Cl)c1 ?
IEC-6 tox: -6; HSF1 inhib: 7; GSK3 alpha inh: 1; GSK3beta inhib: -1; HSP90 inh: -2; PolyA inhibitor: inactive; KLF5 inh: -4; AI-2 QS mod: 9; aSyn 5UTR inh: -32; HSF-1 act: -4

How did Cc1nc(-c2ccc(F)cc2)c(CC(=O)N(C)CC(=O)Nc2ccccc2C(F)(F)F)s1 do in these assays?
HSF1 inhib: -2; GSK3 alpha inh: 1; PolyA inhibitor: inactive; aSyn 5UTR inh: 2; HSF-1 act: 4

Results for Cc1ccc(S(=O)(=O)NNC(=O)Cc2cccn2C)cc1 ?
IEC-6 tox: 2; HSF1 inhib: 2; GSK3 alpha inh: 2; GSK3beta inhib: 2; HSP90 inh: 2; PolyA inhibitor: inactive; KLF5 inh: -11; AI-2 QS mod: 6; aSyn 5UTR inh: 10; HSF-1 act: 1

What do the screens show for `Nc1nonc1-n1nnc(C(=O)N/N=C/c2ccc(OCc3ccccc3)cc2)c1CN1CCCCC1`?
IEC-6 tox: -4; HSF1 inhib: 12; GSK3 alpha inh: -4; GSK3beta inhib: -6; HSP90 inh: -2; PolyA inhibitor: inactive; KLF5 inh: -45; AI-2 QS mod: 16; aSyn 5UTR inh: -112; HSF-1 act: 2

How did CCOC(=O)C1=C(O)CCn2c1nc1ccccc12 do in these assays?
IEC-6 tox: -2; HSF1 inhib: -5; GSK3 alpha inh: -4; GSK3beta inhib: 3; HSP90 inh: 1; PolyA inhibitor: inactive; KLF5 inh: -5; AI-2 QS mod: 27; aSyn 5UTR inh: 5; HSF-1 act: -2

How did CCN(CC)CCCn1c2c(c(SCC(=O)Nc3nc4ccccc4s3)nc1=O)CCC2 do in these assays?
HSF1 inhib: 0; GSK3 alpha inh: 2; GSK3beta inhib: -3; PolyA inhibitor: inactive; AI-2 QS mod: 48; aSyn 5UTR inh: -15; HSF-1 act: 5

Ordered by molar mass (descending): 3 of the compounds above.
What do the screens show for `Nc1nonc1-n1nnc(C(=O)N/N=C/c2ccc(OCc3ccccc3)cc2)c1CN1CCCCC1`?
IEC-6 tox: -4; HSF1 inhib: 12; GSK3 alpha inh: -4; GSK3beta inhib: -6; HSP90 inh: -2; PolyA inhibitor: inactive; KLF5 inh: -45; AI-2 QS mod: 16; aSyn 5UTR inh: -112; HSF-1 act: 2

How did CCN(CC)CCCn1c2c(c(SCC(=O)Nc3nc4ccccc4s3)nc1=O)CCC2 do in these assays?
HSF1 inhib: 0; GSK3 alpha inh: 2; GSK3beta inhib: -3; PolyA inhibitor: inactive; AI-2 QS mod: 48; aSyn 5UTR inh: -15; HSF-1 act: 5

Results for C(=C\c1ccc2ccccc2n1)/c1ccccc1 ?
IEC-6 tox: 5; HSF1 inhib: -30; GSK3 alpha inh: 1; GSK3beta inhib: -4; HSP90 inh: 35*; PolyA inhibitor: inactive; KLF5 inh: -108; AI-2 QS mod: -1; aSyn 5UTR inh: 67*; HSF-1 act: -12

Source: PubChem
